F508del corr – F508del CFTR correction, initial screen, CFBE line, single point; AID 720511, 2013; CFBE cells, YFP halide quenching; stimulated with forskolin plus potentiator P3; % fluorescence drop versus neutral controls; activity (quench increase), % at 7.58 µM; 0.36% of 350,000 active;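 active = mean added fluorescence quench of at least 8% versus neutral control, with both replicates also reaching 8%; inconclusive = only one of the mean or replicate conditions met; inactive = mean below 8% and not both replicates reaching 8%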;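 note: cells transiently co-express mutant CFTR-F508del with the halide-sensitive YFP; corrector assay measuring rescue of mutant channel to the surface after 24 h compound exposure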
miR122 inh – miR-122 Renilla sensor signal increase in Huh7, primary screen, miR-122 inhibitor project, cell-based, single point, plate reader. activation (reporter increase), % at 12.5 µM. 0.3% of 340,000 active. Huh7 miR-122 Renilla luciferase sensor, 48 h; neutral wells = 0, positive control = 100;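 active = mean replicate activation score at least 90 and every replicate individually at or above 90; inconclusive = only one of the two criteria met; inactive = neither criterion met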;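 note: higher luciferase means less miR-122 activity so hits act as miR-122 inhibitors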
GSIS activator – GLuc luminescence reporter in INS-1E cells, primary screen for activators of glucose-dependent secretion of insulin | INS-1E GLuc reporter insulin secretion, 2-3 h | activation, % at 16.6 µM | 0.61% of 370,000 active;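 active = lowest replicate activation of at least 40%, so every replicate reaches that level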;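 note: 0% = median of neutral control wells and 100% = median of IBMX positive control wells; some compounds called inactive have numbers as strong as hits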
PGC1a acetyl inh – inhibitors of PGC1a acetylation signal, primary screen, cell-based, U2OS, AlphaScreen, inhibitor mode; 0.17% of 350,000 active; AlphaScreen anti-acetyl-lysine; with virally co-expressed GCN5 acetyltransferase; inhibition, % at 15.6 µM; AID 651687, 2012;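 active = every replicate shows inhibition of at least 40%; inconclusive = mean inhibition at least 40% but some replicate below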;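 note: 0% = neutral control wells and 100% = positive control wells; some results beyond the cut were filed as inactive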
Cneo AK release – Cryptococcus neoformans cell lysis inducers, primary screen, AK release luminescence, single concentration | lysis activity, % at 15 µM | C. neoformans lysis, adenylate kinase release luminescence, 4 h; normalised: neutral wells 0, clomiphene wells 100 | 0.2% of 360,000 active;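 active = mean lysis activity across replicates of at least 80%, whatever share of replicates individually reach that level; inactive = mean lysis activity below 80%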
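Assay system: log-phase C. neoformans yeast / Quantity: yeast cell density of 5 × 10^6 cells/mL / Medium: fresh YPD growth medium / Compound: single dose / Timing: static 4 h at 37 °C with compound, 1 h detection / Measured by: adenylate kinase release luminescence / Read-out: lysis from increased AK signal / Benchmarks: Clomiphene as positive lysis control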
FN deposition inh – inhibitors of fibronectin matrix deposition, primary screen, AH1F cells, Alexa488-fibronectin fluorescence, plate reader; 0.086% of 350,000 active; inhibition, % at 12.6 µM; AID 743247, 2014; AH1F fibroblasts, overnight;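 active = mean inhibition across replicates of 30% or more, regardless of how many single replicates reach that level; inconclusive = mean under 30% yet at least half of replicates reach 30%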;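 note: positive control wells lacked labelled fibronectin entirely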
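Material: AH1F fibroblast monolayer depositing Alexa488-labelled fibronectin into matrix | Input: 10000 AH1F cells/well | Medium: DMEM plus 2% serum, read in PBS | Reagent: Alexa488-fibronectin, 24 nM final in well | Compound dosing: One dose per compound, pinned | Schedule: 1 h adhesion, overnight exposure | Measured by: Fluorescence at 485 nm excitation, 525 nm emission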
C2C12 statin – suppressors of statin myotoxicity in C2C12 myotubes, primary screen, cell-based, single point, plate reader. AID 602340, 2012. rescue of ATP level, % at 7.49 µM. 0.78% of 330,000 active. C2C12 myotubes + simvastatin, ATP luminescence, 48 h; scaled: DMSO 0, geranylgeraniol control 100;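 active = mean ATP rescue above about 67%, or every replicate alone reaching that limit, limit read from the data, passing the limit was not always enough; inconclusive = no clear call, values can overlap the other calls; inactive = mean under the limit and some replicate under it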;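 note: myotubes were challenged with 10 µM simvastatin during compound exposure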
PglD inh – C. jejuni PglD acetyltransferase inhibitors, primary screen, biochemical, DTNB colorimetric, single point | UDP-N-acetylbacillosamine N-acetyltransferase PglD (Campylobacter jejuni) | purified PglD enzyme, DTNB colorimetric CoA detection | inhibition, % at 12.5 µM | 0.098% of 360,000 active | AID 602405, 2012; in the data active = inhibition above about 16%, passing the limit was not always enough; inconclusive = no clear call, values can overlap the other calls; note: strong numbers were not always called active
* marks the source's active call; other numbers are inactive results; ? = inconclusive; . = no result given; & = joins results of further samples; [ ] = another dose, or the depositor's remark. Random draw from the library, and some 2.1% of all compounds hit somewhere here.

SMILES	F508del corr	miR122 inh	GSIS activator	PGC1a acetyl inh	Cneo AK release	FN deposition inh	C2C12 statin	PglD inh
COc1cccc(CC(=O)N2CCN(S(=O)(=O)c3ccc(Br)cc3)CC2)c1	4.8	.	-28	.	-7	2	3	1
COc1ccc(S(=O)(=O)N(C)C[C@H]2OCCCC[C@@H](C)Oc3ccc(NS(=O)(=O)c4ccc(F)cc4)cc3C(=O)N([C@H](C)CO)C[C@H]2C)cc1	-5.1	-5[16.7 µM]	-7	-2	-2	13	-17	1
C[C@@H](O)C#Cc1ccc2c(c1)O[C@H](CN(C)C(=O)Nc1ccccc1)[C@@H](C)CN([C@@H](C)CO)S2(=O)=O	1.6&-1.3&-1.0	2	9&11	-6&-8&4	-4&-2	1&6	13&-4&-22	-4&4
C(=NOCc1ccccc1)c1ccccn1	0.2	-1	7	1	1	5	3	-1
CNC[C@@H]1Oc2ccc(NC(=O)C3CCCCC3)cc2C(=O)N([C@@H](C)CO)C[C@H]1C	0.4	-2[16.7 µM]	7	-22	-2	.	-20	1
CCCn1nnnc1SCC(=O)NC1CCCC1	-3.0	.	3	.	2	1	-3	5
CCCCOc1ccc(NC(=O)CN2CCN(C(=O)OCC)CC2)cc1	.	4	.	13	0	.	.	-25
O=C(NCCCN1CCCC1)c1ccc2c(c1)N(Cc1ccccc1)CCS2	1.6	7	11	2	-5	3	-15	3
COc1ccc(-c2ccc3c(N)c(C(=O)c4ccc(OC)c(OC)c4)sc3n2)cc1	.	1	172*	-12	-2	-2	.	5
CCC(O)C1CCN(C(=O)c2cc(COc3ccc4ncccc4c3)on2)CC1 (stereo not drawn)	2.6	-1	-25	4	.	.	.	.
CN(C)CC(=O)N[C@H]1CC[C@H](CCn2cc(C3CC3)nn2)O[C@H]1CO	2.9	.	5	10	0	2	1	2
COc1cc(/C=N/NC(=O)C(=O)NCc2ccco2)cc(Cl)c1O	-0.2	0	4	5	-2	-3	0	2
Cc1cccc2cc(CNC3CCCC3)c(Cl)nc12	3.1	1	-11	-12	3	11	-2	-5
O=C(NC1C2CC3CC(C2)CC1C3)C1CC1 (stereo not drawn)	.	.	.	6	1	12	-12	1
COc1ccc(CNC(=O)COC(=O)c2ccc(Br)o2)cc1	-1.9	.	5	-6	0	1	2	1
CC(C)(C)n1nnnc1CN(Cc1ccc(F)cc1)Cc1ccco1	.	25	.	-92	-3	-15	.	-2
Cn1c(SCCOc2ccccc2Cl)nnc1-c1ccncc1	.	.	4	-3	0	.	-5	0
COc1ccc(S(=O)(=O)N(C)C[C@@H]2Oc3ccc(NS(=O)(=O)c4cn(C)cn4)cc3C(=O)N([C@H](C)CO)C[C@@H]2C)cc1	-1.9	-2[16.7 µM]	22	?	.	.	.	.
COc1ccc(NCC(=O)Nc2ccccc2C#N)cc1Cl	.	-3	.	9	0	3	7	9
Cc1noc(C)c1NC(=O)Nc1ccc2c(c1)CC(=O)N([C@H](C)CO)C[C@@H](C)[C@@H](CN(C)C(=O)Nc1c(C)noc1C)O2	0.4	-3[16.7 µM]	1	-2	-3	.	-1	-1
CNC(=O)C[C@H]1CC[C@@H]2[C@H](COC[C@H](O)CN2Cc2ccc(C(F)(F)F)cc2)O1	0.4	-3[16.7 µM]	-1	-4	0	-5	-5	-5
Nc1cc(N)nc(SCC(=O)N2CCN(S(=O)(=O)c3ccccc3)CC2)n1	1.5	0	19	-5	1	10	.	4
CCc1ccccc1NC(=O)CN1CCC(NC(=O)COC)CC1	.	6	.	-7	-1	-1	13	2
CCc1ccccc1NC(=S)N(CCc1ccncc1)C(C)C	-0.2	-4	-7	-6	-2	3	6	-8
C[C@H](CO)N1C[C@H](C)[C@@H](CN(C)CC2CCCCC2)Oc2c(NC(=O)Nc3cccc4ccccc34)cccc2C1=O	-0.5	-19[16.7 µM]	-7	2	10	.	44	-3
C[C@H](CO)N1C[C@H](C)[C@H](CN(C)S(=O)(=O)c2cccs2)OCCCC[C@H](C)Oc2ccc(NC(=O)NC3CCCCC3)cc2C1=O	2.1	-9[16.7 µM]	-13	3	1	.	.	1
Brc1ccc2nc(C3CCCCC3)c(CC3CCCCC3)n2c1	0.1	0	1	-13	0	-5	-6	1
CCC1(C)Cc2ccccc2-c2nc[nH]c(=O)c21 (stereo not drawn)	8.6*	-3	29	11	-4	9	6	4
Cc1cc(C)c(S(=O)(=O)Nc2ccc3[nH]c(=O)[nH]c3c2)c(C)c1	1.6	6	-4	-5	.	-9	.	.
COc1ccc(C(c2nnnn2CS(=O)(=O)c2ccc(C)cc2)N2CCN(c3ncccn3)CC2)cc1 (stereo not drawn)	.	0	.	-4	2	2	-3	-3
O=C(NCC(c1cccs1)N1CCOCC1)c1cn(-c2ccccc2)nc1-c1ccccc1 (stereo not drawn)	1.1	.	-36	.	0	8	-3	3
CCOC(=O)Cn1c(=O)oc2cc(S(=O)(=O)Nc3cccc(C)c3)ccc21	-0.3	4	-15	-2	1	4	4	0
NC(=O)CCN(C1CCCCC1)S(=O)(=O)c1cccc2nsnc12	0.0	-6	6	4	10	4	2	0
CC(=O)c1ccc(N(C)C)cc1	.	1	5	4	-2	.	4	0
CCOC(=O)c1cnn(C)c1NC(=O)c1ccc(Cl)cc1Cl	.	.	-4	.	0	.	35	-2
O=C(Nc1ccc(CN2CCOCC2)cc1)c1ccc2ccccc2c1	2.6	-1	28	-4	-5	1	-15	-2
COc1ccc2nc(N3C(=O)C(O)=C(C(=O)c4ccco4)C3c3ccc(C)o3)sc2c1 (stereo not drawn)	-1.5	.	-34	.	.	-7	-1	.
Cc1ccc(C)c(N2CCN(C(=O)CCc3nc(-c4cccc(Cl)c4)no3)CC2)c1	-2.0	-4	1	32	13	1	6	0
Cc1cc(C)c(-n2nnnc2SCC(=O)c2cccs2)c(C)c1	1.9	?	-1	-4	1	7	-12	8
Cc1cc(C)cc(NC(=O)c2ccc(S(=O)(=O)N(C)CC3CCCO3)cc2)c1 (stereo not drawn)	-2.0	-2	-30	0	0	0	.	5

Retrieved by structure from the list above:
SMILES	F508del corr	miR122 inh	GSIS activator	PGC1a acetyl inh	Cneo AK release	FN deposition inh	C2C12 statin	PglD inh
NC(=O)CCN(C1CCCCC1)S(=O)(=O)c1cccc2nsnc12	0.0	-6	6	4	10	4	2	0
CNC(=O)C[C@H]1CC[C@@H]2[C@H](COC[C@H](O)CN2Cc2ccc(C(F)(F)F)cc2)O1	0.4	-3[16.7 µM]	-1	-4	0	-5	-5	-5

The listing continues:
SMILES	F508del corr	miR122 inh	GSIS activator	PGC1a acetyl inh	Cneo AK release	FN deposition inh	C2C12 statin	PglD inh
COC(=O)CNC(=O)COC(=O)c1ccc(OC)c([N+](=O)[O-])c1	-0.9	-15	9	.	-6	1	.	-4
CC(=O)COc1cc(C)cc2oc(=O)cc(-c3ccccc3)c12	0.6	.	-5	7	.	0	.	.
O=C(Nc1ccccc1N1CCN(C(=O)c2ccc(Cl)cc2)CC1)c1ccc([N+](=O)[O-])o1	.	-1	.	5	4	.	16	-1
C=C(C)COc1ccc(-c2n[nH]c(C)c2-c2ccccc2)c(O)c1	.	4	.	19	25	.	.	4
COc1cc(CO)cc(I)c1O[C@H]1C=C(C(=O)NCCO)C[C@@H](NCc2ccccc2F)[C@@H]1O	-0.4	.	.	12	-6	.	.	1
CCN(CC)C(=O)CSc1nc(-c2ccco2)cc(C(F)(F)F)c1C#N	.	3	.	-5	1	-6	7	2
COc1ccccc1-c1nc(S(=O)(=O)c2ccccc2)c(N2CCCCC2)o1	-0.8	.	-2	.	-2	6	1	8
CNCCCOc1cc(C)cc(C)c1C	-0.4	-2	6	10	0	14	-4	4
Cc1cc(=O)oc2c1c(C(F)(F)F)nn2-c1ccccc1	0.3	-2	.	-2	2	-11	.	-3
C[C@H](CO)N1C[C@H](C)[C@H](CN(C)C)Oc2ccc(NS(=O)(=O)c3ccccc3)cc2C1=O	-2.3	-3[16.7 µM]	16	2	-9	3	-21	-6
CC(C)NC(=O)Nc1ccc2c(c1)C(=O)N([C@@H](C)CO)C[C@@H](C)[C@H](CN(C)C(=O)Nc1ccc(F)cc1)OCCCC[C@H](C)O2	2.8	-6[16.7 µM]	-6	2	-2	3	.	3
C[C@@H]1CN([C@@H](C)CO)C(=O)c2cc(NS(=O)(=O)c3ccc(Cl)cc3)ccc2O[C@@H]1CN(C)CC1CC1	0.3	-1[16.7 µM]	10	-3	63	.	12	-2
CCCCN(C=O)c1c(CC)nc2ccc(C(=O)N(C)Cc3ccco3)cn12	1.3	4	12	6	-1	12	0	3
CCCn1c(SCC(=O)Nc2ccc(OC)cc2[N+](=O)[O-])n[nH]c1=O	-2.0	-7	11	-3	14	8	4	-1
COc1cccc(NC(=O)N(C)C[C@H]2OCc3cnnn3CCCC(=O)N([C@@H](C)CO)C[C@@H]2C)c1	0.3	0[16.7 µM]	4	0	-1	-2	-16	-1
COc1cccc(CN(C)Cc2cc(=O)oc3c(C)c(C)ccc23)c1	2.3	3	-24	.	0	3	-5	6
Cc1cc2oc(C(=O)NCCc3ccc(S(N)(=O)=O)cc3)cc(=O)c2cc1C	-1.0	4	9	-6	-2	1	-2	12
C[C@H](CO)N1C[C@H](C)[C@@H](CN(C)S(=O)(=O)c2cccs2)Oc2ncc(/C=C/c3ccccc3)cc2C1=O	1.0	.	-2	17	50	.	9	5
CCOC(=O)c1cc2sc(C)cc2n1CC(=O)NCc1ccc(F)cc1	-1.8	1	4	-7	1	.	12	4
CNC(=O)c1c(NC(=O)CCS(=O)(=O)c2ccccc2)sc2c1CCN(C(=O)OC)C2	-2.1	-4	2	.	.	6	7	.
COc1ccc(NC(=S)Nc2ncccc2C)c(OC)c1	-0.4	14	-2	.	40	.	-4	1
CC1C(=O)N2CCCc3cc(NC(=O)C(=O)NCCN4CCOCC4)cc1c32 (stereo not drawn)	-1.7	-6	2	0	0	-7	-15	-4
CCN1CCCC(OC(=O)C(c2ccccc2)c2ccccc2)C1 (stereo not drawn)	-1.9	0	.	2	-4	-12	7	0
C[C@H](O)C#Cc1ccc2c(c1)O[C@@H](CN(C)C(=O)CC1CC1)[C@H](C)CN([C@@H](C)CO)S2(=O)=O	1.6	1[16.7 µM]	0	-1	4	-25	6	-1
CCC(=O)N[C@H]1C=C[C@H](CC(=O)NCc2ccccc2OC)O[C@@H]1CO	-1.3	.	5	6	-8	.	3	0
CO[C@H]1CN(C)C(=O)c2cc(C#N)ccc2OCC[C@H]2CC[C@@H](OC)[C@@H](CN(C)C(=O)[C@H]1C)O2	.	.	-4	.	1	12	-28	0
Fc1cccc(-c2ccc([C@@H]3[C@@H]4CN(Cc5nccs5)C[C@H]3N4)cc2)c1	-2.3	.	33	-75	.	-13	.	.
